Assay outcomes as filed in PubChem.
SENP1 FRET inh = blocks the human SENP1 SUMO protease catalytic domain. recombinant SENP1 catalytic domain, CyPet-SUMO1-YPet FRET cleavage. Q9P0U3. 360,000 tested, 0.21% active. inhibition, % at 10 µM;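 active = inhibition at least 30% at 10 µM, raw YFP signal under a set limit, fluorescence ratio 0.5 to 1.5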;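 note: 0% = enzyme with DMSO and 100% = no enzyme wells; some results filed as inactive read as strong as hits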
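Compound: 10 µM single point, 0.5% DMSO; Test system: hSENP1 catalytic domain, recombinant; Timing: 50 min reaction at room temperature; Technique: FRET, CFP and YFP emission; Control set: no-enzyme wells low, DMSO-plus-enzyme wells high control.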
SENP8 inh = SENP8 (human) protease inhibition; AID 602440; inhibition, % at 20 µM; 360,000 tested, 0.64% active; recombinant SENP8, Nedd8 substrate fluorescence; Q96LD8; in the data active = inhibition mostly above about 40%, no sharp cut-off; inactive = mostly below about 27%
SENP6 inh = inhibitors of human SENP6 protease; Q9GZR1; Recombinant SENP6 catalytic domain, aminoluciferin luminescence; inhibition, % at 10 µM; 330,000 tested, 1.8% active;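 active = inhibition above about 50% at the single tested dose, limit read from the data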;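 note: plate controls were DMSO wells with enzyme for no effect and DMSO wells lacking enzyme for full effect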
NR3A LBD binder = NR3A (human) ligand-binding domain modulation. 340,000 tested, 2.5% active. Tm shift relative to glycine control, % at 25 µM. NR3A LBD differential scanning fluorimetry, Tm shift; 0% = protein alone, 100% = glycine-bound protein;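 active = melting temperature shift of at least 10% of the positive control shift, at one fixed dose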
MPTP block = permeability transition pore inhibition; isolated mouse mitochondria, Ca2+ swelling absorbance, 30 min; inhibition, % at 10 µM; 360,000 tested, 1.4% active; AID 602449;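 active = inhibition of 50% or more, scaled per plate between neutral and stimulator controls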;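 note: 0% = DMSO wells given calcium and 100% = 1 mM EGTA wells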
ATG4B inhibitor = blocks human ATG4B protease cleavage of LC3 substrate; ATG4B cleavage of LC3-PLA2, NBD-HPC fluorescence, 1 h; 340,000 tested, 0.51% active; inhibition, % at 8.33 µM; AID 504462; Q9Y4P1; in the data active = inhibition above about 40%
Target sequence (Q9Y4P1 whole entry, looked up): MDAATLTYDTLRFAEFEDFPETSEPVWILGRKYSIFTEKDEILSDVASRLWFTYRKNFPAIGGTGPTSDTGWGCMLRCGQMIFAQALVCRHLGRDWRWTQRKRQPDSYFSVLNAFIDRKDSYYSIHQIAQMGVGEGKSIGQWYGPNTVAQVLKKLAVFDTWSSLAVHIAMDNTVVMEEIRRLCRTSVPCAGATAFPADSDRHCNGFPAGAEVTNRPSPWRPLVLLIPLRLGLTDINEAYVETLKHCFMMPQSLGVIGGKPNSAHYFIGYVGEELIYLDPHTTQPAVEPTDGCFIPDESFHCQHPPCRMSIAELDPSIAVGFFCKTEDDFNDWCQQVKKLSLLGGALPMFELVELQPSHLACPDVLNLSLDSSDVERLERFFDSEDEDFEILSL
PfGluPho inh = PfG6PD (Plasmodium falciparum) enzyme inhibition | 350,000 tested, 0.78% active | AID 504690 | PfGluPho enzyme, NADPH resazurin-diaphorase fluorescence | inhibition, % at 20 µM;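 active = inhibition reaching at least a set limit at 20 µM in the primary screen, cut at about 59% in these data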;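 note: 0% = DMSO wells with substrate and 100% = DMSO wells lacking glucose-6-phosphate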
hIAP activ = human IAP activation | activation factor at 10 µM | P09923 | purified human IAP, CDP-Star luminescence, 30 min; stronger effect = higher value; 1 = vehicle-only enzyme, 0 = enzyme-free background | 330,000 tested, 0.16% active;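 active = activation factor of the enzyme at least 2-fold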; note: the source names both 10 and 20 µM as test concentration; values of inactives mirror those of a sister screen read the other way
Target sequence (P09923 whole entry, looked up): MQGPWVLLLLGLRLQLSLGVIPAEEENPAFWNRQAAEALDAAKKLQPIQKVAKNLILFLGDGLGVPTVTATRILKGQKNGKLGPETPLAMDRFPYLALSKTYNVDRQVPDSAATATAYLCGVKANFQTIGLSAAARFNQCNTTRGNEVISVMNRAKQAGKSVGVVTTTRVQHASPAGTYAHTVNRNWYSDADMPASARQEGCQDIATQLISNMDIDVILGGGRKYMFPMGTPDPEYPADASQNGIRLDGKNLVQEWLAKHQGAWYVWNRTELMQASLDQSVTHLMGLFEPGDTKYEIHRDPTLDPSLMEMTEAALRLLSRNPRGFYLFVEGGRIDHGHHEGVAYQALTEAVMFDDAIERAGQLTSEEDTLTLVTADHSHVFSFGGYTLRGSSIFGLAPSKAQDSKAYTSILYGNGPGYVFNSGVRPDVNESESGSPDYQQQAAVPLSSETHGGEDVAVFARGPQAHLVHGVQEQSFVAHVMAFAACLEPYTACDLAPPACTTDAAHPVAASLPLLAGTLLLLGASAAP
* hit, by the source's call; . = not tested or not shown.

SMILES | SENP1 FRET inh | SENP8 inh | SENP6 inh | NR3A LBD binder | MPTP block | ATG4B inhibitor | PfGluPho inh | hIAP activ
C=CCN1C(=O)CSc2ccc(C(=O)NCc3ccc(F)cc3)cc21 | 3 | 4 | 3 | 0 | 2.2 | 13 | -16 | 1.2
CCc1ccc(NC(=O)COC(=O)c2nc3nc(C)cc(C)n3n2)cc1 | -1 | 3 | 3 | 2 | 0.3 | -3 | -2 | 0.94
N#C/C(=C\c1ccccc1)C(=O)Nc1ccccn1 | -40 | -51 | -17 | 3 | 0.0 | 3 | 2 | 1
N#CC1(NC(=O)COc2cc(F)ccc2[N+](=O)[O-])CCCCC1 | -2 | -3 | -16 | -1 | -2.2 | -2 | 4 | 1.1
Cc1ccc(S(=O)(=O)N[C@@H](Cc2ccccc2)C(=O)N2CCC[C@@H]2C(=O)O)cc1 | 2 | 14 | 2 | -1 | 0.4 | 20 | -20 | 0.99
O=C(COC(=O)/C=C/c1ccc(S(=O)(=O)N2CCOCC2)cc1)Nc1ccccc1F | 0 | 11 | -20 | -2 | -0.3 | -16 | 1 | 0.98
COC(=O)C1C(c2ccc(OC)c(OC)c2)NC(c2ccc(OC)c(OC)c2)C(C(=O)OC)S1(=O)=O (configuration not stated) | 1 | 11 | -29 | -1 | -0.6 | -17 | -8 | 1.1
O=C(NNc1nc(-c2ccccc2)cs1)c1ccc(F)cc1 | 0 | 21 | 19 | -1 | 1.4 | 2 | -1 | 1
CCOc1ccc(N(CC(=O)Nc2cccc(OC)c2)S(C)(=O)=O)cc1 | 0 | 18 | 13 | 0 | -0.5 | 5 | 1 | 1.2
Cc1ccc2nc(C)cc(Nc3ccc([N+](=O)[O-])cc3)c2c1 | -36 | -11 | . | 0 | 2.7 | 13 | 3 | .
C[C@H](CO)N1C[C@H](C)[C@@H](CN(C)S(=O)(=O)c2cn(C)cn2)Oc2c(NC(=O)Nc3ccc(C(F)(F)F)cc3)cccc2C1=O | 2 | 13 | 2 | -5 | -0.7 | -9 | 0 | 0.98
CC1=C(C#N)C(C(F)(F)F)(C(F)(F)F)N=C(c2ccco2)N1 | 0 | 15 | -5 | 4 | 6.4 | -11 | 26 | 1.2
COc1ccc(C)cc1S(=O)(=O)N1CCCC(C(=O)NCc2ccccn2)C1 (configuration not stated) | 0 | -81 | 19 | 2 | 2.7 | 2 | -5 | 1
COc1ccc(NC(=O)c2c(NC(=O)CCC(=O)O)sc3c2CCCCC3)cc1 | -3 | 4 | 10 | -1 | -1.1 | -7 | 6 | 1.1
O=C(O)C(F)=C(c1ccccc1)c1ccccc1 | 0 | 11 | -24 | -2 | -0.6 | 4 | -3 | 0.99
CN=c1scc(-c2ccc([N+](=O)[O-])cc2)n1/N=C/c1ccco1 | 2 | 23 | -7 | -2 | 9.3 | -11 | 18 | 0.74
CC1CCCN(C(=O)CSc2nc3ncccc3[nH]2)C1 (configuration not stated) | 1 | 7 | 8 | 1 | -3.8 | 3 | -13 | 0.9
Cc1nn2c(NCCCN3CCOCC3)c3c(nc2c1-c1ccccc1)CCC3 | 0 | -297 | -11 | -4 | 1.1 | -8 | 18 | 1
CCNC(=O)CC1C(=O)N(CC)C(=S)N1NC(=O)c1ccc(Cl)cc1 (configuration not stated) | 0 | 12 | 2 | -1 | 2.9 | -4 | -1 | 0.97
CCOC(=O)c1[nH]c(C=O)c(C(=O)OCC)c1C | 14 | 2 | -2 | 1 | -2.1 | 3 | 1 | 1.2
O=C(NCC(c1ccco1)N1CCN(c2ccccc2)CC1)c1ccco1 (configuration not stated) | 1 | 6 | 12 | 0 | -1.2 | 4 | -5 | 0.97
CC(OC(=O)Cn1[nH]c(=O)c2ccccc2c1=O)C(=O)Nc1ccccc1[N+](=O)[O-] (configuration not stated) | 1 | 14 | 0 | -2 | -0.2 | 5 | -4 | 0.99
O=C(COC(=O)c1cncc(Br)c1)NC1CCCCC1 | -5 | -8 | -8 | 5 | -0.2 | -2 | 11 | 0.96
CC(NC(=O)CN1C(=O)NC(c2ccccc2)(c2ccccc2)C1=O)c1cccs1 (configuration not stated) | 2 | 3 | -4 | 0 | -0.2 | 2 | -4 | 1
Cn1c(=O)c2c(SCc3cccnc3)nc(CC(C)(C)C)nc2n(C)c1=O | 2 | 11 | -4 | -7 | 1.2 | 7 | -4 | 1

Sorted by length of the SMILES (lowest first): part of the list above
SMILES | SENP1 FRET inh | SENP8 inh | SENP6 inh | NR3A LBD binder | MPTP block | ATG4B inhibitor | PfGluPho inh | hIAP activ
CC1CCCN(C(=O)CSc2nc3ncccc3[nH]2)C1 (configuration not stated) | 1 | 7 | 8 | 1 | -3.8 | 3 | -13 | 0.9
C=CCN1C(=O)CSc2ccc(C(=O)NCc3ccc(F)cc3)cc21 | 3 | 4 | 3 | 0 | 2.2 | 13 | -16 | 1.2
CCc1ccc(NC(=O)COC(=O)c2nc3nc(C)cc(C)n3n2)cc1 | -1 | 3 | 3 | 2 | 0.3 | -3 | -2 | 0.94
CCNC(=O)CC1C(=O)N(CC)C(=S)N1NC(=O)c1ccc(Cl)cc1 (configuration not stated) | 0 | 12 | 2 | -1 | 2.9 | -4 | -1 | 0.97
O=C(COC(=O)/C=C/c1ccc(S(=O)(=O)N2CCOCC2)cc1)Nc1ccccc1F | 0 | 11 | -20 | -2 | -0.3 | -16 | 1 | 0.98
Cc1ccc(S(=O)(=O)N[C@@H](Cc2ccccc2)C(=O)N2CCC[C@@H]2C(=O)O)cc1 | 2 | 14 | 2 | -1 | 0.4 | 20 | -20 | 0.99

Other compounds.
SMILES | SENP1 FRET inh | SENP8 inh | SENP6 inh | NR3A LBD binder | MPTP block | ATG4B inhibitor | PfGluPho inh | hIAP activ
CC(C)CC1=NC(C(F)(F)F)(C(F)(F)F)c2c(n(CC(C)C)c(=O)[nH]c2=O)N1 | 1 | -45 | -11 | 2 | 6.3 | 30 | 13 | 0.98
CN(C)C(=O)N1CCN(C(=O)c2ccccc2Sc2ccccc2C#N)CC1 | -2 | 9 | 13 | 2 | 0.0 | -6 | -6 | 1
COC(=O)c1sc(C(F)(F)F)c(-c2ccccc2)c1S(=O)(=O)N1CCCC1 | -2 | 6 | -2 | 1 | 0.2 | -11 | -2 | 0.76
Cc1ccc(NC(=O)CN2CCOCC2)cc1Cl | 1 | 14 | 0 | 1 | -0.4 | 2 | 2 | 1.1
Cc1nc(-c2ccc(S(=O)(=O)Nc3ccccc3C)cc2)co1 | 0 | 1 | 9 | 2 | 3.7 | 0 | -18 | 0.97
CCC(=O)N1CCN(c2nc(-c3ccccc3)c3c(c2C#N)CCCC3)CC1 | -3 | -287 | 9 | -11 | 0.9 | 0 | -6 | 1
Cc1cc(C)n2nc(C(=O)OCC(=O)Nc3ccc(C)c(S(=O)(=O)N(C)C)c3)nc2n1 | -2 | -5 | 7 | 0 | -0.2 | -9 | -2 | 1.2
COc1ccc(N(CC(=O)NC2CCCCC2)C(=O)CNC(=O)c2cccs2)cc1 | -1 | 7 | -11 | 1 | -1.4 | -3 | 9 | 1.1
c1cc2c(cc1-c1[nH]ncc1CN1C[C@H]3CC[C@H]1C3)OCO2 | 3 | 12 | -8 | -1 | 0.1 | -1 | 4 | 1.1
CN(C(=O)COC(=O)c1cccc(F)c1)c1ccccc1 | 3 | 12 | -12 | 0 | 0.5 | -4 | 4 | 0.89
C(C#CCN1CCOCC1)#CCN1CCOCC1 | 1 | 7 | . | -1 | -0.8 | 2 | -4 | .
COc1cccc(C(=O)NN2CC(O)=C(c3nc(C)cs3)C2=N)c1 | -6 | -9 | -28 | 0 | 0.3 | 11 | 11 | 1.5
CN(Cc1ccc(Cl)cc1Cl)C(=O)CCNC(=O)c1ccco1 | -1 | 4 | -6 | -2 | -0.1 | -1 | 2 | 0.96
Cc1cc(N2CCOCC2)c2c(N)c(Br)cc(C)c2n1 | -4 | -119 | -6 | -1 | -0.7 | -6 | -2 | 1.1
Cc1ccc(S(=O)(=O)N(CC(=O)N/N=C/c2ccccc2C(=O)O)c2cc(Cl)cc(Cl)c2)cc1 | 3 | 13 | 13 | 2 | 0.1 | -6 | -5 | 0.98
Cc1nc(N2CCN(c3ccccn3)CC2)c2c(C)c(C(=O)Nc3ccc(Cl)cc3)sc2n1 | 1 | -28 | -2 | 1 | 0.5 | -16 | 9 | 0.92
O=C(NCc1ccccc1)c1ccccc1OCC(=O)N1CCCCC1 | -1 | 21 | 4 | -4 | -0.1 | 5 | -6 | 0.94
O=C1CC(c2ccccc2)Cc2nc(N3CCc4ccccc43)ncc21 (configuration not stated) | -100 | -270 | -5 | 0 | 0.8 | 6 | -7 | 1.2
COc1ccc(C2C=C(C)Nc3nc4ccccc4n32)cc1 (configuration not stated) | -21 | -179 | 2 | -1 | -0.6 | -8 | 3 | 1.1
CCSc1nc2ccccc2n1CCC(=O)O | 0 | 31 | 7 | -2 | -0.9 | -6 | -22 | 0.93
CCOc1ccc(S(=O)(=O)NCCC(=O)NCc2cccnc2)cc1 | 2 | 7 | 7 | -5 | -3.6 | 11 | 3 | 1.1
O=C(Nc1ccccc1C(=O)NCc1ccco1)c1ccccc1 | 1 | 18 | -16 | -2 | -4.5 | 3 | -9 | 0.94
OCCN1CCN(CCSc2ccccc2)CC1 | 1 | 8 | -11 | -2 | -1.5 | -3 | -8 | 0.96
C=CC[C@@H](CC(=O)N(CCO)Cc1ccccc1)C(=O)NCCOC(=O)[C@@H](CC=C)Cc1ccc(F)cc1 | 0 | 4 | -26 | 5 | -0.1 | -3 | 5 | 1
CCN(C(=O)COC(=O)CNC(=O)C1CCCCC1)c1ccccc1 | 1 | 4 | -7 | 2 | 0.1 | -3 | -7 | 1.1
SMILES | SENP1 FRET inh | SENP8 inh | SENP6 inh | NR3A LBD binder | MPTP block | ATG4B inhibitor | PfGluPho inh | hIAP activ
Cc1ccc(S(=O)(=O)NCC(=O)OCC(=O)Nc2ccc3c(c2)OCCO3)cc1 | 1 | 3 | 19 | 0 | -1.8 | -39 | 2 | 1.1
O=C(CNS(=O)(=O)c1ccc(Br)s1)N1CCC(N2CCCCC2)CC1 | 1 | 20 | 16 | 13* | 1.0 | 7 | -5 | 1.2
O=C(Nc1ccc(Cl)cc1C(=O)N1CCCC1)c1cccc([N+](=O)[O-])c1 | 0 | -1 | 5 | -3 | -0.1 | 0 | 16 | 1
O=C(COc1ccccc1Cl)NC(=O)NC1CCCC1 | 1 | 5 | -25 | 1 | -1.7 | 0 | -4 | 0.97
Cc1ccccc1N1CC(C(=O)NC2CCCC2)CC1=O (configuration not stated) | -2 | 4 | -11 | 0 | 1.6 | 5 | -7 | 1.2
CCC(C)NC(=O)C(Sc1ccccc1)c1ccccc1 (configuration not stated) | 1 | -5 | -11 | -3 | 2.9 | 2 | -15 | 1.2
Cc1ccc(SCCNS(=O)(=O)c2ccc(F)cc2)cc1 | -3 | 9 | -2 | -1 | 8.2 | -6 | 14 | 1.1
COc1ccc(-c2oc(=O)c3cc(OC)c(OC)cc3c2/C=C/c2ccc([N+](=O)[O-])cc2)cc1 | 13 | -41 | -3 | -2 | 1.0 | -4 | 10 | 0.85
CC(C)(C)n1nnnc1C(c1ccccn1)N1CCN(C(c2ccccc2)c2ccccc2)CC1 (configuration not stated) | -1 | 15 | -4 | 1 | -2.1 | -11 | -31 | 1
CCN(CC)C(=O)C1=C(C)N(Cc2ccccc2)C(=O)C(CC(=O)NCc2ccco2)C1 (configuration not stated) | 4 | 9 | . | . | 0.6 | . | 4 | .
COc1cccc(NC(=O)CS(=O)(=O)c2cccc3nsnc23)c1 | 1 | 12 | -32 | 2 | -2.2 | 2 | -12 | 1.2
CCCC(=O)Nc1ccc(NC(=O)c2ccccc2OC)cn1 | 1 | 12 | -12 | 0 | -0.3 | 0 | -4 | 1
CN(C(=O)c1ccc2c(c1)OCO2)C1(C)CCS(=O)(=O)C1 (configuration not stated) | 3 | 14 | -12 | . | -0.4 | 1 | -11 | 0.98
CC(Oc1ccc(Cl)cc1Cl)C(=O)Nc1ccc(N2CCN(C)CC2)cc1 (configuration not stated) | 2 | 10 | 21 | 1 | -1.8 | -11 | 11 | 1.1
O=C(NCCCNC(=O)c1cccs1)c1cccs1 | 0 | 7 | -10 | 2 | -0.4 | -2 | -4 | 0.87
COc1ccc(NC(=O)c2cc(-c3ccc(OC)c(OC)c3)on2)cc1OC | 0 | -25 | 11 | 1 | -0.3 | 1 | -6 | 1.1
